Compound activity (PubChem)
ADAM10 inh: inhibitors of human ADAM10; inhibition, % at 7 µM; recombinant ADAM10, EDANS/DABCYL FRET peptide cleavage, 3 h; O14672; actives 0.62% (n = 370,000); AID 720582;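 active = inhibition above a per-campaign cutoff equal to the mean of compounds falling between control-based bounds plus 3 SD, cut at about 20% in these data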;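 note: 0% = DMSO wells while the 100% control is not disclosed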
ARFGAP1 inh: inhibitors of rat ARFGAP1; Arfgap1-stimulated ARF1 GTP hydrolysis, GDP FP detection; inhibition, % at 16.5 µM; actives 0.26% (n = 360,000); AID 651572;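 active = inhibition above a per-plate limit, mean inhibition of low control wells plus 3 SD, cut at about 25% in these data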;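 note: 0% = DMSO wells with enzyme and 100% = wells lacking Arfgap1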
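System: truncated rat Arfgap1 GAP domain / Medium: HEPES-based buffer, pH 7.5 / Also added: N-terminally truncated human ARF1-GTP substrate / Incubation: enzyme reaction 120 min at 25 °C after 20 min preincubation / Measured by: FP of antibody-bound GDP Alexa 633 tracer, ex 620/em 688 nm / Replicates: singlicate, each compound tested once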
Tn6 DDE FP: disrupts Tn6 cyclic peptide binding to fibrin D-Dimer-E complex; P02675; Fibrin DD(E) TRITC-Tn6 fluorescence polarization displacement; inhibition, % at 8.3 µM; actives 0.21% (n = 370,000); AID 720509;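 active = inhibition above a per-campaign cutoff: mean of compounds within control limits plus 3 SD, cut at about 15% in these data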;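 note: 0% = median of all compound wells on the plate and 100% = blocking peptide control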
ADAM17 inh: ADAM17 inhibition, QFRET primary screen; recombinant ADAM17, EDANS/DABCYL FRET peptide cleavage; inhibition, % at 6.95 µM; actives 0.83% (n = 370,000); AID 720648;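 active = inhibition above the mean of compounds lying between control limits plus 3 SD, set per campaign, cut at about 8.5% in these data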;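 note: 0% = DMSO-only wells as the low control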
TDP2 absorb: TDP2 (human) inhibition, absorbance primary screen; AID 720702; recombinant TDP2, T5PNP hydrolysis, p-nitrophenol absorbance 415 nm; actives 0.34% (n = 370,000); inhibition, % at 12.8 µM;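 active = inhibition above the mean of all tested compounds plus 3 SD, set per campaign, cut at about 25% in these data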;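 note: 0% = DMSO with enzyme and 100% = buffer with substrate but no TDP2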
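System – recombinant human TDP2 · Amount – 120 nM TDP2 per well · Buffer or medium – Mg2+-containing Tris-HCl buffer, pH 7.5 · Reagent – T5PNP substrate, 5 mM · Dosing – 12.8 µM single point, 1% DMSO · Incubation – 2 h at 37 °C · Measured by – epi absorbance · Read-out basis – percent inhibition · Benchmarks – high control without enzyme, low control DMSO plus TDP2 · Repeats – singlicate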
ASAP1 GAP inh: inhibitors of human ASAP1 ArfGAP activity; Q9ULH1; ASAP1-stimulated ARF1 GTP hydrolysis, GDP FP detection; inhibition, % at 16.5 µM; actives 0.19% (n = 360,000); AID 624377; in the data active = inhibition above about 25%;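 note: 0% = vehicle with enzyme and substrate and 100% = no enzyme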
SIAE primary: inhibitors of human sialic acid acetylesterase SIAE; Q9HAT2; SIAE FP-Rh probe binding, fluorescence polarization; inhibition, % at 9.66 µM; actives 0.69% (n = 370,000); AID 1053197;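 active = inhibition above a cutoff: mean of compounds within the control limits plus 3 SD of those, cut at about 17% in these data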;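 note: 0% = plate median of compound wells and 100% = probe without SIAE protein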
PLCb3 inh: PLC-beta3 (human) inhibition, primary screen; inhibition, % at 12.2 µM; Purified PLC-beta3, fluorogenic substrate, fluorescence; actives 0.18% (n = 370,000); in the data active = inhibition above about 11%;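 note: 0% = median of compound wells on plate and 100% = full blocker control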
Target sequence (Q01970 whole entry, looked up): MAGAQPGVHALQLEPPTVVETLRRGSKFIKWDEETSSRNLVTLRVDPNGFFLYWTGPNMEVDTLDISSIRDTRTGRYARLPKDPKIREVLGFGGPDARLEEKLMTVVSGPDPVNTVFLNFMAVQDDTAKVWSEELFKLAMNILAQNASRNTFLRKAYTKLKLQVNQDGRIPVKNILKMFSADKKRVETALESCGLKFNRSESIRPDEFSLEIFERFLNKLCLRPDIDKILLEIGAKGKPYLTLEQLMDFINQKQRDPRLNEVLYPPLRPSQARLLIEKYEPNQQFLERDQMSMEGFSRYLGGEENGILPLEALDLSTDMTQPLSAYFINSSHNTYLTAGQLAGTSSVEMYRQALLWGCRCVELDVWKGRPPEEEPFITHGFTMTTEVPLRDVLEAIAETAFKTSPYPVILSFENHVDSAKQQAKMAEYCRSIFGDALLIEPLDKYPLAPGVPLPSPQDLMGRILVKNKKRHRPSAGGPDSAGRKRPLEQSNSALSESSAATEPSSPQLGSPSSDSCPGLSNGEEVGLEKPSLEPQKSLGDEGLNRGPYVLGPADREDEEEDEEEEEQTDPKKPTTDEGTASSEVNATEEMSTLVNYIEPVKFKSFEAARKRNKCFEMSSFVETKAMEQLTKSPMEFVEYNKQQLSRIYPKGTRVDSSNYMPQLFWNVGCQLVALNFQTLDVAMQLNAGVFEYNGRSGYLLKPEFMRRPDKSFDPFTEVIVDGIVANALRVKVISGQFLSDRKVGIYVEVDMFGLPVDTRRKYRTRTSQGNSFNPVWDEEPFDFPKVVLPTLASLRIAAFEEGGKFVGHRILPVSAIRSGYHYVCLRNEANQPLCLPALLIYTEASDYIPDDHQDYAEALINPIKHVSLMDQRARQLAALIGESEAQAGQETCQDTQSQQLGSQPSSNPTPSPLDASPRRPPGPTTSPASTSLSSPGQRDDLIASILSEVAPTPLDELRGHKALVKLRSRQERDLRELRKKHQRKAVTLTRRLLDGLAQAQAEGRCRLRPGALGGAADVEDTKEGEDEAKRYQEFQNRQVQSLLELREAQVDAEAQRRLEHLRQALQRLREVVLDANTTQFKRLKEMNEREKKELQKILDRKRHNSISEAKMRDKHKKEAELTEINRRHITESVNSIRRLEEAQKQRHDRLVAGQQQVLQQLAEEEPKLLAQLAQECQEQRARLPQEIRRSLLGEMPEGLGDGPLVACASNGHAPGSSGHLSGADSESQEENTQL
DDE Tn7 FP inh: disrupts Tn7 cyclic peptide binding to fibrin D-Dimer-E complex; actives 0.13% (n = 370,000); inhibition, % at 8.3 µM; P02675; FP displacement of FITC-Tn7 peptide from fibrin DD(E); 0% = median of compound wells per plate; AID 720508;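 active = inhibition above the mean of compounds falling within the control limits plus 3 SD of them, cut at about 14% in these data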;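 note: 0% = plate median of compound wells and 100% = 10 µM Aha-Tn7 peptide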
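Test system: human clot-derived fibrin DD(E) complex / Quantity: 2 µM final DD(E) protein / Incubation: 10 min plus 3 h, room temperature / Measured by: fluorescence polarization / Benchmarks: high control of 10 µM Aha-Tn7 peptide / Replicates: singlicate testing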
PLCg1 inh: blocks human PLC-gamma1 enzyme activity; actives 0.84% (n = 370,000); inhibition, % at 12.2 µM; purified PLC-gamma1, fluorogenic substrate, fluorescence; P19174; AID 720700; in the data active = inhibition above about 9.5%
* marks the source's active call; other numbers are inactive results.

For COc1cccc(NC(=O)CN(C)C(=O)CNC(=O)c2ccc(C)s2)c1 the results were ADAM10 inh -13, ARFGAP1 inh 6, Tn6 DDE FP -4, ADAM17 inh -3, TDP2 absorb 0, ASAP1 GAP inh 9, SIAE primary 0, PLCb3 inh -4, DDE Tn7 FP inh 3 and PLCg1 inh 1.
For CO/N=C\CC(=O)Nc1ccc(Cl)c(Cl)c1 the results were ADAM10 inh -6, ARFGAP1 inh -9, Tn6 DDE FP -2, ADAM17 inh -1, TDP2 absorb 0, ASAP1 GAP inh 2, SIAE primary 4, PLCb3 inh -5, DDE Tn7 FP inh -3 and PLCg1 inh -10.
For Cc1cc2ccccn2c1C(=O)c1nc(NCc2ccco2)ncc1Cl the results were ADAM10 inh 0, ARFGAP1 inh 12, Tn6 DDE FP 6, ADAM17 inh 4, TDP2 absorb -4, ASAP1 GAP inh 13, SIAE primary 4, PLCb3 inh -1, DDE Tn7 FP inh 1 and PLCg1 inh 1.
Screening CCOC(=O)c1ccccc1NC(=O)COC(=O)c1c(CC)noc1C returned ADAM10 inh -12, ARFGAP1 inh 12, Tn6 DDE FP -1, ADAM17 inh 0, TDP2 absorb -12, ASAP1 GAP inh 15, SIAE primary 1, PLCb3 inh -9, DDE Tn7 FP inh 6 and PLCg1 inh 0.
C=CCNC(=O)C1CC(=O)N(c2ccc(Br)cc2)C1 (configuration not stated) was read as ADAM10 inh 2, ARFGAP1 inh 4, Tn6 DDE FP -2, ADAM17 inh 0, TDP2 absorb 0, ASAP1 GAP inh -12, SIAE primary -1, PLCb3 inh 2, DDE Tn7 FP inh 2 and PLCg1 inh 5.
Screening Cc1ccc(NC(=O)COC(=O)C2C3CC4OC(=O)C2C4C3)cc1 (configuration not stated) returned ADAM10 inh -2, ARFGAP1 inh 4, Tn6 DDE FP -5, ADAM17 inh 0, TDP2 absorb 4, ASAP1 GAP inh 12, SIAE primary -1, PLCb3 inh -3, DDE Tn7 FP inh -4 and PLCg1 inh 1.
Cc1ccc2oc(C(=O)N(C)Cc3cnccn3)c(C)c2c1 was read as ADAM10 inh -5, ARFGAP1 inh -7, Tn6 DDE FP 5, ADAM17 inh -1, TDP2 absorb 9, ASAP1 GAP inh -1, SIAE primary -7, PLCb3 inh -1, DDE Tn7 FP inh -2 and PLCg1 inh 2.
Cn1cnc2c1c(=O)n(Cc1ccccc1)c(=O)n2C was read as ADAM10 inh -13, ARFGAP1 inh -8, Tn6 DDE FP -9, ADAM17 inh -4, TDP2 absorb -4, ASAP1 GAP inh -1, SIAE primary 3, PLCb3 inh -4, DDE Tn7 FP inh 2 and PLCg1 inh 0.
Screening CC1CN(S(=O)(=O)c2ccccc2)CN1C(=O)N1CCOCC1 (configuration not stated) returned ADAM10 inh -7, ARFGAP1 inh -2, Tn6 DDE FP 9, ADAM17 inh -2, TDP2 absorb 16, ASAP1 GAP inh -9, SIAE primary 0, PLCb3 inh -4, DDE Tn7 FP inh 11 and PLCg1 inh 1.
`O=C(NCCN1CCOCC1)c1cccc(Br)c1` gave ADAM10 inh 5, ARFGAP1 inh 0, Tn6 DDE FP -2, ADAM17 inh 0, TDP2 absorb -11, ASAP1 GAP inh -7, SIAE primary 1, PLCb3 inh -7, DDE Tn7 FP inh -7 and PLCg1 inh 3.
`Cn1cc(/C=N/NC(=O)c2cccc([N+](=O)[O-])c2)c2ccccc21` gave ADAM10 inh 9, ARFGAP1 inh 8, Tn6 DDE FP 7, ADAM17 inh 3, TDP2 absorb -5, ASAP1 GAP inh 1, SIAE primary 1, PLCb3 inh 4, DDE Tn7 FP inh -4 and PLCg1 inh 9.
`COc1ccc(CCNC(=O)c2ccc3c(c2)N(Cc2ccccc2)CCS3)cc1OC` gave ADAM10 inh inactive, ARFGAP1 inh -1, Tn6 DDE FP 6, ADAM17 inh -339, TDP2 absorb -6, ASAP1 GAP inh 1, SIAE primary 9, PLCb3 inh inactive, DDE Tn7 FP inh 4 and PLCg1 inh inactive.
`N=C1/C(=C/c2ccc(OCc3ccccc3)cc2)C(=O)N=C2SC(CC(=O)N3CCOCC3)=NN12` gave ADAM10 inh -54, ARFGAP1 inh 7, Tn6 DDE FP -2, ADAM17 inh -18, TDP2 absorb 6, ASAP1 GAP inh 5, SIAE primary -5, PLCb3 inh -57, DDE Tn7 FP inh -4 and PLCg1 inh -29.
`CC(C)(C)NC(=O)C(=O)NNC(=O)C12CC3CC(CC(C3)C1)C2` gave ADAM10 inh 0, ARFGAP1 inh -1, Tn6 DDE FP 3, ADAM17 inh -2, TDP2 absorb 7, ASAP1 GAP inh 8, SIAE primary 3, PLCb3 inh 3, DDE Tn7 FP inh 0 and PLCg1 inh 2.
Screening O=C1CC(c2cc(F)ccc2F)c2cc3c(cc2N1)CCC3 (configuration not stated) returned ADAM10 inh 8, ARFGAP1 inh 1, Tn6 DDE FP 7, ADAM17 inh -4, TDP2 absorb -12, ASAP1 GAP inh -11, SIAE primary -2, PLCb3 inh -2, DDE Tn7 FP inh 11 and PLCg1 inh -4.

Gathered by group: the compounds so far with a Cl atom.
For CO/N=C\CC(=O)Nc1ccc(Cl)c(Cl)c1 the results were ADAM10 inh -6, ARFGAP1 inh -9, Tn6 DDE FP -2, ADAM17 inh -1, TDP2 absorb 0, ASAP1 GAP inh 2, SIAE primary 4, PLCb3 inh -5, DDE Tn7 FP inh -3 and PLCg1 inh -10.
For Cc1cc2ccccn2c1C(=O)c1nc(NCc2ccco2)ncc1Cl the results were ADAM10 inh 0, ARFGAP1 inh 12, Tn6 DDE FP 6, ADAM17 inh 4, TDP2 absorb -4, ASAP1 GAP inh 13, SIAE primary 4, PLCb3 inh -1, DDE Tn7 FP inh 1 and PLCg1 inh 1.

Next part:
`CN1C(=O)C(=O)/C(=C(/O)c2ccc(Br)cc2)C1c1ccc(Cl)cc1` (configuration not stated) gave ADAM10 inh 0, ARFGAP1 inh 5, Tn6 DDE FP 7, ADAM17 inh -4, TDP2 absorb 5, ASAP1 GAP inh -3, SIAE primary -8, PLCb3 inh -9, DDE Tn7 FP inh 9 and PLCg1 inh -8.
For COc1ccccc1NC(=O)/C=C/C(N)=O the results were ADAM10 inh 3, ARFGAP1 inh -12, Tn6 DDE FP 3, ADAM17 inh 0, TDP2 absorb 14, ASAP1 GAP inh -12, SIAE primary 2, PLCb3 inh 3, DDE Tn7 FP inh 0 and PLCg1 inh 3.
COc1ccc(N(CC(=O)Nc2ccccc2C(=O)NCCc2ccccc2)S(C)(=O)=O)cc1OC was read as ADAM10 inh 6, ARFGAP1 inh -1, Tn6 DDE FP -3, ADAM17 inh -2, TDP2 absorb -9, ASAP1 GAP inh 6, SIAE primary -3, PLCb3 inh -1, DDE Tn7 FP inh 0 and PLCg1 inh 4.
`O=C(COC(=O)c1ccncc1)NC(=O)C1CCCCC1` gave ADAM10 inh -25, ARFGAP1 inh 8, Tn6 DDE FP -4, ADAM17 inh -11, TDP2 absorb 8, ASAP1 GAP inh -5, SIAE primary 17, PLCb3 inh -16, DDE Tn7 FP inh 4 and PLCg1 inh -8.
CCOc1cc(NC(=S)Nc2cccc(OC)c2)c(OCC)cc1NC(=O)c1ccc(C)cc1 was read as ADAM10 inh -3, ARFGAP1 inh -1, Tn6 DDE FP 1, ADAM17 inh -1, TDP2 absorb -8, ASAP1 GAP inh -9, SIAE primary 8, PLCb3 inh -6, DDE Tn7 FP inh 8 and PLCg1 inh -2.
`Cc1ccc(-c2csc(N/N=C/c3ccco3)n2)c(C)c1` gave ADAM10 inh 11, ARFGAP1 inh 5, Tn6 DDE FP -2, ADAM17 inh 2, TDP2 absorb 2, ASAP1 GAP inh 1, SIAE primary 19*, PLCb3 inh -4, DDE Tn7 FP inh -3 and PLCg1 inh -6.
`CCN(CC)C(CNC(=O)CSc1nnnn1-c1ccc(C)c(C)c1)c1ccco1` (configuration not stated) gave ADAM10 inh -3, ARFGAP1 inh -3, Tn6 DDE FP 5, ADAM17 inh -2, TDP2 absorb -8, ASAP1 GAP inh 7, SIAE primary -5, PLCb3 inh -10, DDE Tn7 FP inh -6 and PLCg1 inh -2.
CN(c1ccc(C(=O)NCc2ccncc2)cc1)S(C)(=O)=O was read as ADAM10 inh 5, ARFGAP1 inh 1, Tn6 DDE FP -2, ADAM17 inh -2, TDP2 absorb 2, ASAP1 GAP inh -3, SIAE primary -3, PLCb3 inh 3, DDE Tn7 FP inh -8 and PLCg1 inh 3.
Screening CCCCCn1cc(CCC(=O)Nc2ccc(Oc3cccnc3)cc2)c2ccccc21 returned ADAM10 inh 4, ARFGAP1 inh 9, Tn6 DDE FP 2, ADAM17 inh 5, TDP2 absorb -3, ASAP1 GAP inh 0, SIAE primary -2, PLCb3 inh -11, DDE Tn7 FP inh -8 and PLCg1 inh -2.
For Cc1cc(C)n2nc(CCc3ccccc3)nc2n1 the results were ADAM10 inh 1, ARFGAP1 inh -2, Tn6 DDE FP 0, ADAM17 inh 1, TDP2 absorb -7, ASAP1 GAP inh -6, SIAE primary 0, PLCb3 inh 5, DDE Tn7 FP inh -1 and PLCg1 inh 9.
For CCC(=O)OC1(C)C(=O)C2=COC(c3ccc(OC)cc3)=CC2=C(Br)C1=O (configuration not stated) the results were ADAM10 inh -14, ARFGAP1 inh -19, Tn6 DDE FP 6, ADAM17 inh -7, TDP2 absorb 4, ASAP1 GAP inh -3, SIAE primary 2, PLCb3 inh -127, DDE Tn7 FP inh 4 and PLCg1 inh -92.
For O=C(O)Cc1csc(-c2ccc(F)cc2)n1 the results were ADAM10 inh -3, ARFGAP1 inh 9, Tn6 DDE FP -5, ADAM17 inh -5, TDP2 absorb 1, ASAP1 GAP inh 3, SIAE primary 3, PLCb3 inh -8, DDE Tn7 FP inh 4 and PLCg1 inh -1.
Cc1ccc(NC(=O)CCS(=O)(=O)c2ccccc2)c(C)c1 was read as ADAM10 inh -10, Tn6 DDE FP -10, ADAM17 inh -3, TDP2 absorb 16, SIAE primary 7, PLCb3 inh -1, DDE Tn7 FP inh -2 and PLCg1 inh 3.
`O=C(NCCc1ccccn1)c1cc(C(=O)C2CCCCC2)c[nH]1` gave ADAM10 inh -2, ARFGAP1 inh 8, Tn6 DDE FP 3, ADAM17 inh 2, TDP2 absorb 2, ASAP1 GAP inh 7, SIAE primary 8, PLCb3 inh 4, DDE Tn7 FP inh 3 and PLCg1 inh 2.
COC(=O)Cc1ccc(NC(=S)NCc2ccco2)cc1 was read as ADAM10 inh -6, ARFGAP1 inh 7, Tn6 DDE FP -1, ADAM17 inh -4, TDP2 absorb 9, ASAP1 GAP inh -6, SIAE primary -2, PLCb3 inh -1, DDE Tn7 FP inh 2 and PLCg1 inh 2.
